Compound activity (PubChem)
APE1 inh – blocks human APE1 abasic DNA cleavage; AID 2517; P27695; actives 0.35% (n = 350,000); Potency, µM (highest dose often 65.8 µM), for inactives: top-dose activity change, negative = inhibition, usual class: inhibitors; recombinant APE1, TAMRA/BHQ-2 abasic DNA cleavage fluorescence;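 also: potency is read from the fitted curve at half-maximal effect; plate controls were vehicle for no effect and reference inhibitor for full effect; nearly all actives have a fitted effect of over 55% in size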
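Kinetic fluorescence read (525 ex/598 em nm, three reads 60 s apart) of AP-site incision; signal = third minus first read. Enzyme 0.75 nM, dual-labelled THF duplex 50 nM, compound preincubation 15 min RT.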
Pol kappa inh – blocks human DNA polymerase kappa activity | actives 0.53% (n = 400,000) | purified Pol kappa, fluorescent DNA synthesis assay, 10 min | Q9UBT6 | Potency, µM (highest dose often 107 µM), without a hit: top-dose activity, negative = inhibition, usual class: inhibitors; also: potency is read from the fitted curve at half-maximal effect; % is scaled to controls: 0 for no effect and ±100 for the full control effect
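Kinetic fluorescence screen: compound preincubated 15 min RT with 10 nM enzyme; 50 nM substrate (final) initiates; reads at 0/10 min.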
GRP78 ERSR act – induces the endoplasmic reticulum stress response in human glioma cells. actives 0.02% (n = 420,000). U87-MG GRP78 promoter luciferase reporter, 16 h. Potency, µM, inactives show top-dose activation, most hits filed as activators; also: potency is read from the fitted curve at half-maximal effect; series mostly up to about 76 µM; % of control where 0% means no effect; nearly all actives have a fitted effect of over 35% in size
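Stably transfected U87-MG glioma cells carrying a GRP78-based luciferase sensor; 16 h compound incubation. Luminescence end-point read 10 min after Bright-Glo addition at room temperature.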
BLM helicase inh – blocks DNA unwinding by human BLM helicase; P54132; recombinant BLM DNA unwinding, fluorescence dequenching; Potency, µM (doses to about 56.1 µM), inactives show top-dose activity change, negative = inhibition, hits mostly inhibitors; actives 0.2% (n = 350,000); AID 2528;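 also: potency is read from the fitted curve at half-maximal effect; plate controls were vehicle for no effect and no enzyme for full effect; nearly all actives have a fitted effect of over 35% in size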
LDHA block – blocks human lactate dehydrogenase A; P00338; purified LDHA, NADH/diaphorase-resazurin fluorescence; stronger effect = lower value; activity change, % (values are at about 110 or 230 µM); actives 0.15% (n = 480,000); in the data active = activity change below about -30%;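 also: plate controls were DMSO wells for no effect and wells without enzyme for full effect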
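Human LDH5 (2 nM) was incubated with 0.06 mM NADH and 0.2 mM pyruvate for 5 min at room temperature in Tris pH 7.4. Remaining NADH was coupled through diaphorase/resazurin, and resorufin fluorescence was read at 0 and 20 min.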
The depositor's hits bear a star; / = not tested or not shown; [ ] = another dose, or the depositor's remark. Unless noted, calls follow the shape of the dose curve; as a rule, active = well fitted curve in the direction sought with a large enough effect; inconclusive = small, poorly fitted or top-dose-only effect, or another doubt; inactive = no such curve, though single readings can be large; an effect the other way counts as inactive or inconclusive. Some of the compounds tested, so the mix of outcomes need not match the whole.

Labels used below – A = APE1 inh; B = Pol kappa inh; C = GRP78 ERSR act; D = BLM helicase inh; E = LDHA block
SMILES: CC1(C)O[C@H]2CC(=O)OC[C@]23[C@H]2CC[C@@]4(C)[C@H](c5ccoc5)OC(=O)[C@H]5O[C@]54[C@]2(C)C(=O)C[C@@H]13
  A = 14%	B = /	C = /	D = /	E = /

SMILES: O=C1c2c(O)cccc2[C@H]([C@@H]2O[C@H](CO)[C@@H](O)[C@H](O)[C@H]2O)c2cc(CO)cc(O)c21
  A = -3%	B = /	C = /	D = /	E = /

SMILES: CCCCCCN
  A = -5%	B = /	C = /	D = /	E = /

SMILES: COc1cc(NS(=O)(=O)c2ccc(N)cc2)nc(C)n1
  A = /	B = /	C = -3%	D = /	E = /

SMILES: COc1cc(C(=O)OC(COCCC(C)C)CN2CCOCC2)cc(OC)c1OC (centres undefined)
  A = /	B = /	C = 1%	D = /	E = /

SMILES: Cc1ccccc1C(=O)Nc1ccc(C(=O)N2CCCC(O)c3cc(Cl)ccc32)c(C)c1 (centres undefined)
  A = /	B = /	C = -1%	D = /	E = /

SMILES: Nc1nnnn1-c1ccccc1
  A = /	B = /	C = -2%	D = /	E = /

SMILES: CN1C2CCC1CC(NC(=O)n1c(=O)[nH]c3ccccc31)C2 (centres undefined)
  A = /	B = /	C = -5%	D = /	E = /

SMILES: Cc1ccc(C(=O)[C@H](C)CN2CCCCC2)cc1
  A = /	B = /	C = -3%	D = /	E = /

SMILES: COCCCOc1cc(C[C@@H](C[C@H](N)[C@@H](O)C[C@H](C(=O)NCC(C)(C)C(N)=O)C(C)C)C(C)C)ccc1OC
  A = /	B = /	C = -1%	D = /	E = /

SMILES: CCOC(=O)c1ccc(OCCN2C[C@H](O)[C@@H](O)[C@H](O)[C@H]2CO)cc1
  A = /	B = /	C = -2%	D = /	E = /

SMILES: CCN(CC)CCn1c(=O)c(Cc2ccc(OC)cc2)nc2ccccc21
  A = /	B = -6%[60.1 µM]	C = -3%	D = /	E = /

SMILES: CCC1Nc2cc(Cl)c(S(N)(=O)=O)cc2S(=O)(=O)N1 (centres undefined)
  A = /	B = -3%[60.1 µM]	C = -2%	D = -10%	E = /

SMILES: Cc1cc(NS(=O)(=O)c2ccc(N)cc2)nc(C)n1
  A = /	B = -8%[60.1 µM]	C = -3%	D = -12%	E = /

SMILES: Cc1c(C(=O)NCCO)[n+](=O)c2ccccc2n1[O-]
  A = /	B = 1%[19.4 µM]	C = -1%	D = -2%	E = /

Other compounds
Labels used below – A = APE1 inh; B = Pol kappa inh; C = GRP78 ERSR act; D = BLM helicase inh; E = LDHA block
SMILES: Cn1c(O)c(N=NC(N)=S)c2ccccc21
  A = /	B = -2%[19.4 µM]	C = -2%	D = -10%	E = /

SMILES: Cc1nc(-c2ccc(Cl)cc2)oc1COC(C)(C)C(=O)O
  A = /	B = 0%[19.4 µM]	C = -3%	D = 2%	E = /

SMILES: Cc1ccc(S(=O)(=O)NC(=O)NC2CCCCCCC2)cc1
  A = /	B = 4%[19.4 µM]	C = -5%	D = 5%	E = /

SMILES: O=C(CS(=O)Cc1ccco1)NCC=CCOc1cc(CN2CCCCC2)ccn1 (centres undefined)
  A = /	B = 2%[19.4 µM]	C = -3%	D = -6%	E = /

SMILES: CC(O)CN(C)C (centres undefined)
  A = /	B = 5%[19.4 µM]	C = -4%	D = 3%	E = /

SMILES: Cc1oc(=O)oc1CN1CCN(c2cc3c(cc2F)c(=O)c(C(=O)O)c2n3C(C)S2)CC1 (centres undefined)
  A = /	B = 1%[60.1 µM]	C = -3%	D = 31%[activator]	E = /

SMILES: O=C(O)c1ccc[n+]([O-])c1
  A = /	B = 0%[19.4 µM]	C = -3%	D = 2%	E = /

SMILES: Cc1ccc2[nH]cc(CCNC(=O)CCc3ccccc3)c2c1
  A = /	B = /	C = /	D = /	E = 2

SMILES: C/C(=N\Nc1nnc(Cl)c2ccccc12)c1ccc([N+](=O)[O-])cc1
  A = /	B = /	C = /	D = /	E = -1

SMILES: O=C(NCc1csc(-c2ccccc2)n1)C1CCN(S(=O)(=O)c2ccc3c(c2)CCCC3)CC1
  A = /	B = /	C = /	D = /	E = 4

SMILES: CCC(=O)N1CCC(C(=O)O)CC1
  A = /	B = /	C = /	D = /	E = 2

Some of the entries so far, as comma-separated lines:
structure,APE1 inh,Pol kappa inh,GRP78 ERSR act,BLM helicase inh,LDHA block
Cc1c(C(=O)NCCO)[n+](=O)c2ccccc2n1[O-],/,1%[19.4 µM],-1%,-2%,/
Cn1c(O)c(N=NC(N)=S)c2ccccc21,/,-2%[19.4 µM],-2%,-10%,/
Cc1nc(-c2ccc(Cl)cc2)oc1COC(C)(C)C(=O)O,/,0%[19.4 µM],-3%,2%,/
Cc1ccc(S(=O)(=O)NC(=O)NC2CCCCCCC2)cc1,/,4%[19.4 µM],-5%,5%,/
O=C(CS(=O)Cc1ccco1)NCC=CCOc1cc(CN2CCCCC2)ccn1 (centres undefined),/,2%[19.4 µM],-3%,-6%,/
CC(O)CN(C)C (centres undefined),/,5%[19.4 µM],-4%,3%,/
Cc1oc(=O)oc1CN1CCN(c2cc3c(cc2F)c(=O)c(C(=O)O)c2n3C(C)S2)CC1 (centres undefined),/,1%[60.1 µM],-3%,31%[activator],/
O=C(O)c1ccc[n+]([O-])c1,/,0%[19.4 µM],-3%,2%,/
Cc1ccc2[nH]cc(CCNC(=O)CCc3ccccc3)c2c1,/,/,/,/,2
C/C(=N\Nc1nnc(Cl)c2ccccc12)c1ccc([N+](=O)[O-])cc1,/,/,/,/,-1
O=C(NCc1csc(-c2ccccc2)n1)C1CCN(S(=O)(=O)c2ccc3c(c2)CCCC3)CC1,/,/,/,/,4
